Screening data deposited in PubChem by several laboratories.
GPR35 antagonists: GPR35 antagonists blocking zaprinast-driven arrestin recruitment, primary screen, imaging, U2OS, beta-arrestin-GFP, zaprinast agonist (AID 2058) | U2OS GPR35 beta-arrestin-GFP translocation imaging, zaprinast antagonism; higher % means a stronger effect | 290,000 tested, 0.052% active | inhibition, % at 10 µM; hits with a dose series show IC50 in µM;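 active = inhibition of at least 50% with at least 30 cells and total cytoplasm GFP at most 10,000,000; inconclusive = under 30 cells or total GFP of 10,000,000 plus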
AID2073: inhibitors of Mint1-CaV2.2 protein interaction, biochemical, HTRF (AID 2073); HTRF protein-protein interaction, Mint1-CaV2.2; higher % means a stronger effect; one-dose inhibition, % at 20 µM; IC50 in µM for titrated hits; 290,000 tested, 0.19% active; in the data active = inhibition mostly above about 51%, no sharp cut-off; inconclusive = no clear call, values can overlap the other calls; inactive = mostly below about 53%; also: some results filed as inactive read as strong as hits
Yfh1-off respiration: enhancers of respiration in Yfh1-depleted yeast, dose response, Friedreich's ataxia, plus single-dose screen (AID 1465); 220,000 tested, 0.074% active; one-dose fold induction at 50 µM; EC50 in µM for titrated hits; S. cerevisiae Yfh1-off respiration, WST-1 reduction, 72 h; higher fold induction means a stronger effect;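 active = fold induction of absorbance versus untreated yeast above a set limit, then at least 30% activation at any dose in follow-up; inconclusive = repeats straddling the limit, or above it without dose testing; inactive = fold induction below the set limit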;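 also: activators that raise dye reduction in frataxin-depleted yeast; strong numbers were not always called active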
Large T inhibition: TAg ATPase/helicase activity blockers – biochemical (AID 1903); one-dose inhibition, % at 20 µM; IC50 in µM for titrated hits; 310,000 tested, 0.39% active; SV40 large T antigen ATPase/helicase inhibition assay; higher % means a stronger effect; in the data active = a potency from the dose series; inconclusive = inhibition mostly from about 32% at the one dose, without a potency; inactive = the rest, 99 in 100 with inhibition below about 32%; also: strong numbers were not always called active
NS5 inhibitors: flavivirus cap methylation enzyme inhibition – biochemical, confirmation dose response, primary screen (AID 588689). Dengue-2 NS5 methyltransferase capping enzyme assay, biochemical; higher % means a stronger effect. inhibition, % at 25 µM, or IC50 in µM where a hit was titrated. 340,000 tested, 0.3% active; in the data active = a potency from the dose series; inconclusive = inhibition above about 29% without an active follow-up result
GPR55 LPI antagonism: inhibition of LPI-stimulated GPR55 beta-arrestin translocation – imaging, U2OS, beta-arrestin-GFP, LPI agonist, primary screen (AID 2013). U2OS GPR55 beta-arrestin-GFP translocation imaging, LPI antagonism; higher % means a stronger effect. inhibition, % at 10 µM, or IC50 in µM where a hit was titrated. 290,000 tested, 0.13% active;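 active = spots per cell inhibited over 60%, with over 100 cells counted and total cytoplasm intensity under 500,000; inconclusive = wells with under 100 cells, flagged as likely toxic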;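 also: U2OS cells stably carrying GPR55 and arrestin-GFP stimulated by 5 µM LPI near EC80; imaged beta-arrestin-GFP aggregate spots per cell after agonist stimulation; plate controls were LPI-stimulated DMSO wells for no effect and DMSO wells without LPI for full effect; some results filed as inactive read as strong as hits; confirmed hits need IC50 under 10 µM and bright autofluorescent wells are also inconclusive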
NTR1 ag: NTR1-driven beta-arrestin-GFP spot formation – imaging, U2OS cells, high content, primary screen (AID 493036); 330,000 tested, 0.17% active; P30989; activation, % at 20 µM; agonist mode;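 active = activation at or above 40% of the spot to cytoplasm intensity ratio, with at least 20 cells analyzed; inconclusive = wells under 20 cells, flagged as cytotoxic or low count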;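 also: 0% = DMSO without peptide and 100% = 100 nM NTR1 peptide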
Target sequence (P30989 whole entry, looked up): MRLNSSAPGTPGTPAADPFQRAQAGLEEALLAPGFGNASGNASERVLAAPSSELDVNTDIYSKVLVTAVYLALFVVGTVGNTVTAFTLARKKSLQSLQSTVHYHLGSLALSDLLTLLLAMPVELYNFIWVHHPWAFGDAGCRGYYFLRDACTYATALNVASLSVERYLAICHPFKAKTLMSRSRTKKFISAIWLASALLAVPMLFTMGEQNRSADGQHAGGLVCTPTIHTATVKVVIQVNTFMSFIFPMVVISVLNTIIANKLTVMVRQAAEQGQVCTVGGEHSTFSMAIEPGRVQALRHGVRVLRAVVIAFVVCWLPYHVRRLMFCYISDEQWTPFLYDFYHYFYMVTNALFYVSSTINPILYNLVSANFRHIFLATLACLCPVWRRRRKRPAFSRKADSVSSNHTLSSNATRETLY
MgcRacGAP inhibition: MgcRacGAP GTPase-activating activity inhibitors, confirmation, biochemical, ADP Hunter fluorescence | MgcRacGAP-stimulated Rac1 GTP hydrolysis, ADP Hunter fluorescence; higher % means a stronger effect; GST-tagged Rac1 F28L mutant substrate | inhibition, % at 30 µM; hits with a dose series show IC50 in µM | 340,000 tested, 0.6% active | AID 624330;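 active = first-screen hits whose inhibition reached a set limit at any dose in the follow-up dose series; inconclusive = inhibition above the set first-screen limit but never retested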;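 also: fluorescence reports GDP produced by GAP-driven GTP hydrolysis; strong numbers were not always called active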
GPR55 activation: GPR55 agonists via beta-arrestin recruitment, primary screen, imaging, U2OS cells, beta-arrestin-GFP redistribution (AID 1961); one-dose activation, % at 10 µM; EC50 in µM for titrated hits; 290,000 tested, 0.048% active; U2OS GPR55 beta-arrestin-GFP redistribution imaging; higher % means a stronger effect;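 active = activation above 40% with more than 50 cells counted in the well; inconclusive = wells holding fewer than 50 cells, flagged as toxic or sparse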;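 also: U2OS osteosarcoma cells stably expressing GPR55 and beta-arrestin-GFP; plate controls were DMSO negative control for no effect and LPI positive control for full effect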
NTR1 ag cell count 20 µM: also measured in NTR1 ag; calls as there; cell count; measured here: cell count, cytotoxicity flag
The depositor's hits bear a star; i = inactive; ? = inconclusive; · = no result given. Outcome played no part in choosing rows. Share with any hit: about 1.7%.

SMILES	GPR35 antagonists	AID2073	Yfh1-off respiration	Large T inhibition	NS5 inhibitors	GPR55 LPI antagonism	NTR1 ag	NTR1 ag cell count 20 µM	MgcRacGAP inhibition	GPR55 activation
CCC(=O)N1CCN(c2ccccc2NC(=S)NC(=O)c2ccco2)CC1	1%	-4%	·	4%	3%	6%	2.1	49	5%	-0.1%
Cc1ccc(C)c(NC(=O)C2CCCN(S(=O)(=O)c3cccnc3)C2)c1 (stereo not drawn)	-3%	4%	·	6%	-5%	1%	-0.9	57	-12%	0.0%
COc1ccc(CNC(=O)CN2C(=O)COc3ccc(S(=O)(=O)N4CCOCC4)cc32)cc1	3%	-7%	·	4%	-11%	13%	0.6	68	7%	-0.1%
O=C(CN(C(=O)c1csnn1)c1ccc(Br)cc1)NC1CCCC1	-1%	-8%	·	2%	-6%	0%	-0.9	55	7%	-0.1%
COc1ccccc1NC(=O)NNC(=O)CCc1ccccc1	-14%	10%	·	17%	1%	-1%	0.5	51	-5%	-0.1%
O=C(CCN1CCOCC1)NC1CCCN(Cc2ccccc2F)C1 (stereo not drawn)	-6%	7%	·	10%	-3%	-4%	0.1	64	-2%	-0.1%
CC(C)CN(C(=O)COC(=O)Cc1cccc2ccccc12)c1c(N)n(Cc2ccccc2)c(=O)[nH]c1=O	·	·	·	12%	-4%	·	0.3	72	5%	·
O=C(OCc1c(F)cccc1Cl)c1cnccn1	-2%	-2%	i	11%	-2%	16%	0.3	90	5%	0.2%
COc1ccc(-c2cn[nH]c2C)cc1	-9%	6%	i	9%	-2%	1%	-0.8	46	12%	-0.1%
CCCC/C(O)=C1\C(=O)CCCC1=NCCc1c(C)[nH]c2ccc(OC)cc12	-6%	-16%	i	22%	0%	9%	2.0	49	5%	0.0%
CCCN(CCC)CCCNC(=O)c1cc2cc3ccc(OC)cc3nc2o1	-11%	17%	·	7%	0%	13%	-0.3	47	15%	-0.1%
Cc1nn(-c2ccc(Cl)cc2)c(N)c1C(O)(CSc1nccn1C)C(F)(F)F (stereo not drawn)	11%	-3%	i	2%	-7%	7%	0.0	74	1%	0.2%
CC(C)OC(=O)/C(=C/c1ccco1)c1ccccc1	-5%	8%	i	?	-4%	-12%	-0.4	68	0%	-0.3%
COCC(=O)Nc1nnc(SCC(=O)N2C(C)CCCC2C)s1 (stereo not drawn)	9%	0%	·	0%	-2%	-4%	-1.1	42	9%	-0.1%
CCN(CC)CC(=O)n1c2c(c3ccccc31)CCCC2	9%	-1%	i	6%	-6%	0%	0.1	33	8%	-0.1%
Brc1ccc(-c2nn3c(-c4ccncc4)nnc3s2)o1	9%	-2%	·	·	·	1%	·	·	·	-0.2%
Cc1cccc(Cn2cnc3ccccc32)c1	7%	-1%	i	4%	-2%	9%	-2.0	29	1%	-0.1%
COc1ccc(NC(=O)CCNS(=O)(=O)c2cccc3nsnc23)cc1	-3%	-9%	i	15%	·	-2%	-0.2	45	5%	-0.4%
Cc1nc2sc(C(N)=O)c(N)c2c(C)c1CC(=O)c1ccccc1	1%	-28%	·	19%	3%	-12%	3.0	53	-2%	-0.5%
O=C1c2ccc3c4c(ccc(c24)C(=O)N1c1cccc(O)c1)CC3	-2%	49%	i	6%	-4%	-6%	-0.3	42	0%	-0.5%
CS(=O)(=O)c1ccccc1-c1nc(-c2cccc(Cl)c2)no1	5%	-11%	i	21%	-3%	5%	-1.7	11	4%	0.8%
COC(=O)Nc1nnc(Cc2ccc(OC)cc2)s1	16%	-12%	i	9%	-6%	12%	-2.1	86	2%	0.4%
Cc1nc(Nc2ccc(S(N)(=O)=O)cc2)oc1C	3%	-3%	i	3%	1%	10%	-0.3	50	10%	-0.2%
Cc1cc(C)nc(NS(=O)(=O)c2ccc(NC(=O)c3snnc3C)cc2)n1	9%	-5%	·	-1%	-5%	6%	1.1	56	13%	0.4%
O=C(Nc1ncc(Cc2ccc(SC(F)F)cc2)s1)c1ccc(OC(F)F)cc1	5%	13%	i	1%	1%	-8%	5.5	56	15%	0.6%
The listing continues.
SMILES	GPR35 antagonists	AID2073	Yfh1-off respiration	Large T inhibition	NS5 inhibitors	GPR55 LPI antagonism	NTR1 ag	NTR1 ag cell count 20 µM	MgcRacGAP inhibition	GPR55 activation
Cc1ccc(N2C(=O)NC(NS(=O)(=O)c3ccc(C)cc3)(C(F)(F)F)C2=O)cc1 (stereo not drawn)	-3%	19%	·	8%	-6%	6%	-0.6	43	9%	-0.2%
C[C@H](NC(=O)C1CCN(S(=O)(=O)c2ccccc2)CC1)C(=O)NCc1cccc(C(F)(F)F)c1	5%	3%	·	2%	-5%	14%	0.3	58	11%	-0.1%
CC(=O)/C(N=Nc1ccc2c(c1)OCO2)=C(\C)O	-9%	?	i	4%	-6%	-4%	3.6	55	0%	0.7%
CC1=C(C(=O)Nc2cccc([N+](=O)[O-])c2)C2(CCC(C)CC2)OC1=O (stereo not drawn)	-11%	-8%	i	18%	5%	?	3.4	86	6%	-0.3%
CCOC(=O)N1CCN(Cc2nc3cc(NC(=O)CC)ccc3n2CC)CC1	1%	-6%	·	4%	-5%	1%	-0.5	102	4%	-0.2%
COc1ccc(CCNC(=O)CN(Cc2ccc(Cl)cc2)S(C)(=O)=O)cc1	5%	-2%	·	8%	-7%	10%	1.1	73	3%	0.3%
O=C1C(=O)N(C2CCCC2)C(=O)N1Cc1c(F)cccc1Cl	3%	2%	i	-4%	1%	4%	1.8	42	4%	-0.4%
Cc1cccc(C(=O)NNC(=O)c2ccccc2)c1	7%	-5%	i	-47%	-5%	7%	0.9	62	11%	-0.2%
CCCNC(=O)CN(c1cccc(F)c1)S(C)(=O)=O	12%	1%	i	7%	-1%	0%	-0.4	62	-15%	-0.5%
COC(=O)c1ccccc1NC(=O)C1CCCN(S(C)(=O)=O)C1 (stereo not drawn)	-6%	-2%	i	5%	-6%	-1%	-1.2	36	1%	-0.1%
Cc1cc(C)cc(OCC(=O)NNC(=O)CCC(=O)NCc2ccccc2)c1	0%	-7%	i	10%	-2%	0%	0.6	47	10%	-0.3%
O=C(CCC(=O)N1CCOc2ccc(Cl)cc21)NCCCN1CCN(c2ccccc2F)CC1	-16%	1%	·	5%	-7%	-10%	-2.3	56	4%	0.5%
CCCCNC(=O)Nc1ccccn1	-6%	12%	i	-1%	-5%	-6%	-0.8	44	4%	0.0%
O=C(CSc1nc2ccc([N+](=O)[O-])cc2s1)c1ccc2ccccc2c1	8%	-9%	i	0%	8%	8%	·	·	4%	-0.1%
O=C(N/N=C/c1ccc([N+](=O)[O-])s1)c1ccncc1	12%	-11%	i	8%	3%	3%	-0.3	84	5%	0.5%
CC1CCC(NC(=O)c2ccc(CNc3c(NC4CCCCC4)c(=O)c3=O)cc2)CC1 (stereo not drawn)	0%	42%	·	21%	-5%	3%	0.3	54	11%	-0.2%
Cc1cccc(N2CCN(S(=O)(=O)c3ccc4c(c3)CCCN4C(=O)C3CCC3)CC2C)c1 (stereo not drawn)	-2%	2%	·	13%	-11%	1%	1.2	79	2%	-0.1%
O=S(=O)(/N=C(/Nc1cccc2ccccc12)c1ccc(F)cc1)c1ccccc1	10%	2%	·	16%	-16%	5%	3.1	57	8%	-0.2%
COc1ccccc1OCC(O)CNCc1ccc2c(c1)OCO2 (stereo not drawn)	-12%	8%	i	7%	-7%	1%	11	50	8%	-0.6%
CN(Cc1ccncc1)C1CC(=O)N(c2ccc(F)cc2)C1=O (stereo not drawn)	-1%	0%	i	4%	-1%	8%	0.3	63	6%	0.2%
CC(C)Sc1nnc([C@H](Cc2ccccc2)NC(=O)OC(C)(C)C)o1	-1%	-31%	i	0%	·	-8%	0.3	48	·	0.0%
Cc1[nH]n(-c2ccccc2)c(=O)c1N=Nc1ccc(C(=O)O)cc1	2%	?	·	14%	22%	1%	0.3	86	8%	0.0%
COc1ccc(O)c(/C=c2/sc3nc4cc(C)c(C)cc4n3c2=O)c1	-7%	9%	i	20%	-10%	-4%	-1.1	78	8%	-0.2%
CC(Oc1ccc2c3c(c(=O)oc2c1)CCCC3)C(=O)NCc1ccncc1 (stereo not drawn)	-10%	-1%	·	-2%	1%	-10%	0.0	57	13%	-0.1%
CC(C)C(C)(C#N)NC(=O)CSc1nnc(-c2ccccc2)o1 (stereo not drawn)	5%	54%	i	10%	4%	-18%	0.8	27	-5%	-0.1%
c1ccc(OCc2nnnn2-c2ccccc2)cc1	0%	8%	i	1%	-6%	2%	0.9	65	6%	0.4%
COc1ccc(Br)cc1CN1CCCCCCC1	7%	-2%	i	3%	-6%	10%	-0.2	33	12%	-0.3%

Given with two lines to a compound: part of the list above.
Values run as follows: GPR35 antagonists | AID2073 | Yfh1-off respiration | Large T inhibition | NS5 inhibitors | GPR55 LPI antagonism | NTR1 ag | NTR1 ag cell count 20 µM | MgcRacGAP inhibition | GPR55 activation
COC(=O)c1ccccc1NC(=O)C1CCCN(S(C)(=O)=O)C1 (stereo not drawn)
    -6% | -2% | i | 5% | -6% | -1% | -1.2 | 36 | 1% | -0.1%
Cc1cc(C)cc(OCC(=O)NNC(=O)CCC(=O)NCc2ccccc2)c1
    0% | -7% | i | 10% | -2% | 0% | 0.6 | 47 | 10% | -0.3%
O=C(CCC(=O)N1CCOc2ccc(Cl)cc21)NCCCN1CCN(c2ccccc2F)CC1
    -16% | 1% | · | 5% | -7% | -10% | -2.3 | 56 | 4% | 0.5%
CCCCNC(=O)Nc1ccccn1
    -6% | 12% | i | -1% | -5% | -6% | -0.8 | 44 | 4% | 0.0%
O=C(CSc1nc2ccc([N+](=O)[O-])cc2s1)c1ccc2ccccc2c1
    8% | -9% | i | 0% | 8% | 8% | · | · | 4% | -0.1%
O=C(N/N=C/c1ccc([N+](=O)[O-])s1)c1ccncc1
    12% | -11% | i | 8% | 3% | 3% | -0.3 | 84 | 5% | 0.5%
